Screens from PubChem BioAssay.
Rv3671c protease: inhibitors of M. tuberculosis serine protease Rv3671c; P9WHR9; inhibition, % at 5.96 µM; actives 0.048% (n = 320,000); AID 2606; in the data active = inhibition above about 38%;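 also: extracellular domain of Rv3671c used as enzyme; 0% = enzyme with DMSO and 100% = no enzyme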
UGM FP inh: Mtb UDP-galactopyranose mutase inhibition | inhibition, % at 10 µM | P9WIQ1 | purified UGM, fluorescence polarization probe displacement | actives 0.06% (n = 320,000); in the data active = inhibition above about 10%, passing the limit was not always enough
Target sequence (P9WIQ1 whole entry, looked up): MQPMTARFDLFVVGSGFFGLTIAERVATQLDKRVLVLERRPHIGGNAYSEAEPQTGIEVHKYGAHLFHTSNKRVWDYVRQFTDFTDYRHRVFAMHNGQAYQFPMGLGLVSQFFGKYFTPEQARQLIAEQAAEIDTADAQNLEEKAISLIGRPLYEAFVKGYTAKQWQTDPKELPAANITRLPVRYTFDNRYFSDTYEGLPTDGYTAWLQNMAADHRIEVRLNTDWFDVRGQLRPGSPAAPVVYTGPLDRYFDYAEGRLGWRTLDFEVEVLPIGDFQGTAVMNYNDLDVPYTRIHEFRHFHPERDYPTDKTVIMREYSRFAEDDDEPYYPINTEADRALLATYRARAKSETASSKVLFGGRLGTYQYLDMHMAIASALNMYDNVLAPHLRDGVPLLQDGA
CCHFV vOTU inh: CCHFV vOTU protease inhibition; Pep-AMC fluorescence; inhibition, % at 11.5 µM; actives 0.55% (n = 370,000); AID 651958; also: 0% = vehicle wells with enzyme and 100% = no enzyme wells
Mtb FBA inh: inhibitors of M. tuberculosis fructose-bisphosphate aldolase. purified M. tuberculosis FBA, fluorescence read-out. inhibition, % at 1 µM. AID 588726. actives 2.3% (n = 360,000); in the data active = inhibition above about 27%;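 also: 0% = vehicle and 100% = reference inhibitor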
MazF activator: MazEF (E. coli) toxin RNase activation. FAM/BHQ RNA-DNA oligo cleavage fluorescence, 5 h. P0AE70. actives 0.32% (n = 350,000). activation, % at 20 µM. AID 504720; in the data active = activation above about 50%
Target sequence (P0AE70 whole entry, looked up): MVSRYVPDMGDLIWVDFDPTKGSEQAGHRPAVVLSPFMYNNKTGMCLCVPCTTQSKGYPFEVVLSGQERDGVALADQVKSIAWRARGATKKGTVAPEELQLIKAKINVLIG
DUSP3 inh: inhibitors of human VHR1 phosphatase (DUSP3). P51452. recombinant VHR phosphatase, pNPP absorbance. inhibition, % at 13.3 µM. actives 0.52% (n = 290,000). AID 1654; in the data active = inhibition above about 50%; also: some compounds called inactive have numbers as strong as hits
FadD28 FP inh: inhibitors of Mycobacterium tuberculosis FadD28 bisubstrate binding; FadD28 bisubstrate probe binding, fluorescence polarization; inhibition, % at 12.5 µM; actives 0.22% (n = 360,000); in the data active = inhibition above about 8.5%, passing the limit was not always enough
BoNT-F LC inh: blocks Botulinum neurotoxin F light chain protease; inhibition, % at 10 µM; Multiplex microsphere protease cleavage assay, flow cytometry; actives 0.22% (n = 360,000); in the data active = inhibition above about 35%, passing the limit was not always enough; also: plate controls were buffer without enzyme for full effect and enzyme alone for no effect
Mtb BioA inh: inhibitors of Mycobacterium tuberculosis BioA enzyme; purified M. tuberculosis BioA enzyme, plate reader; actives 0.096% (n = 360,000); inhibition, % at 9.99 µM; in the data active = inhibition above about 40%
GDH-TPI counter: GDH-TPI coupled enzyme inhibition counter-screen; GDH-TPI coupled enzyme counterscreen, NADH absorbance; inhibition, % at 4.8 µM; actives 1.2% (n = 360,000);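 also: 0% = DMSO wells and 100% = wells lacking the enzyme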
Active calls of the source: *; . = not tested or not shown. Rule as the data show it, unless noted: active = inhibition above about 30%; inactive = the rest.

Results follow in this order: Rv3671c protease, UGM FP inh, CCHFV vOTU inh, Mtb FBA inh, MazF activator, DUSP3 inh, FadD28 FP inh, BoNT-F LC inh, Mtb BioA inh, GDH-TPI counter
CCOC(=O)C1CCCN(C(=O)CSc2ccccc2)C1 (centres undefined)
    13, -0.2, 1, 1, -1, 3, 0.1, 1, ., 0
CCN(CC)S(=O)(=O)c1ccc(N2CCOCC2)c(NC(=O)CC2OC(=O)c3ccccc32)c1 (centres undefined)
    0, 0.7, 23, 1, 4, ., -2.1, 7, 0.0, 6
O=C(O)c1ccc(S(=O)(=O)N2CCCCCC2)cc1
    0, -1.3, -9, -6, -3, 20, -2.3, 28, 0.6, 7
Cc1onc(-c2ccccc2Cl)c1C(=O)N1CCOC12CCN(c1cccc(F)n1)CC2
    -4, 2.0, -16, 0, -26, 9, -3.2, -1, ., 10
CCC(C)(C)NC(=O)C(c1ccc(F)cc1)N(CCOC)C(=O)CCC(=O)Nc1nccs1 (centres undefined)
    1, 0.6, 7, -2, 10, 16, 0.2, 16, -0.8, -3
CC(C)(C(=O)N1CCC1(C)C(=O)NS(=O)(=O)c1cccc(C#N)c1)c1ccccc1 (centres undefined)
    ., ., -3, 0, ., ., -1.7, -2, 0.0, 3
Cc1ccnc(NC2(C(F)(F)F)N=C(c3ccccc3)NC2=O)c1 (centres undefined)
    -5, -3.1, -9, -2, -6, 32, -4.8, 5, 2.0, -9
COC(=O)c1ccc(CSc2n[nH]c(-c3ccccc3)n2)o1
    -2, 0.5, 0, -1, 9, 8, -0.4, 0, ., 12
CCN(CC)S(=O)(=O)c1ccc(F)c(C(=O)NCCC(C)C)c1
    -4, -1.5, -6, 0, 3, 26, -1.8, -2, -0.9, 9
CC(=O)N1CCc2cc(S(=O)(=O)Nc3ccc(C)cc3C)ccc21
    -1, 0.1, 15, 0, 1, 30, ., 3, 2.3, 1
CCc1cc(C(c2ccncc2)N2CCN(C)CC2)c(NC(=O)c2ccccc2)s1 (centres undefined)
    -8, -5.2, 6, 5, -2, 39, 2.4, 7, ., 11
COC(=O)CNC(=O)c1cc(OC)cc(OC)c1
    6, -1.0, 10, 2, -4, -3, -1.1, 1, ., -1
COc1ccc(CNC(=O)c2ccc(-c3c(C)noc3C)c3ccoc23)cc1OC
    ., ., -4, 2, ., ., -2.8, 7, -3.4, 8
O=[N+]([O-])c1cccc(/C=N/Nc2cc(N3CCOCC3)ncn2)c1
    -1, -0.2, -8, 2, 16, 22, -2.5, -1, -0.9, -1
COc1ccccc1CNC(=O)CSc1nc(N)c(C#N)c(-c2cccs2)c1C#N
    -25, 1.0, 17, 0, 25, 6, -2.5, -16, -0.5, 19
CCCc1cc(N2CCCC(C(=O)NCc3ccc4c(c3)OCO4)C2)n2ncnc2n1 (centres undefined)
    -1, -1.4, -7, -3, 5, 10, 1.4, 7, 0.4, 4
CCOCC(=O)Nc1nc2ccc(S(C)(=O)=O)cc2s1
    -1, 3.9, 10, -1, -2, -19, -3.5, -1, 0.5, 2
COc1cc(-c2nc3sc(C)c(C)c3c(=O)o2)cc(OC)c1OC
    -6, 1.9, -1, 1, 3, -13, 0.0, 7, 0.4, 6
Cc1ccc(S(=O)(=O)N2CCN(C(=O)c3cc(-c4cccs4)nn3-c3ccccc3)CC2)cc1
    -1, 1.7, 1, 2, -4, ., 0.1, -33, -1.7, -2
O=C(CCNc1ccc(F)cc1)c1cccc([N+](=O)[O-])c1
    4, -0.6, -3, 0, 0, -11, -3.8, -2, -0.7, 5
COc1ccc(NS(=O)(=O)c2cnc[nH]2)cc1
    -11, -3.2, 9, 2, 8, 13, -0.6, -3, ., -4
COCCN1CC(CNC(=O)c2cc(COc3ccc(C)c(C)c3)on2)CC1=O (centres undefined)
    2, -3.2, 9, 0, -2, -6, -1.8, 5, -1.0, 1
Fc1ccc(CN2CCN(c3ccc(Cl)cc3)CC2)cc1
    -1, 0.4, -1, -2, 4, 10, -0.1, -6, ., 1
CCCCc1c(C)nc2ccc(Br)cc2c1SC(N)N
    ., ., 7, 1, 11, 16, 1.8, -4, ., 2

Reprinted at random: 7 records from the list, in no set order.
Results follow in this order: Rv3671c protease, UGM FP inh, CCHFV vOTU inh, Mtb FBA inh, MazF activator, DUSP3 inh, FadD28 FP inh, BoNT-F LC inh, Mtb BioA inh, GDH-TPI counter
CCOCC(=O)Nc1nc2ccc(S(C)(=O)=O)cc2s1
    -1, 3.9, 10, -1, -2, -19, -3.5, -1, 0.5, 2
COCCN1CC(CNC(=O)c2cc(COc3ccc(C)c(C)c3)on2)CC1=O (centres undefined)
    2, -3.2, 9, 0, -2, -6, -1.8, 5, -1.0, 1
CCCCc1c(C)nc2ccc(Br)cc2c1SC(N)N
    ., ., 7, 1, 11, 16, 1.8, -4, ., 2
CCCc1cc(N2CCCC(C(=O)NCc3ccc4c(c3)OCO4)C2)n2ncnc2n1 (centres undefined)
    -1, -1.4, -7, -3, 5, 10, 1.4, 7, 0.4, 4
COc1cc(-c2nc3sc(C)c(C)c3c(=O)o2)cc(OC)c1OC
    -6, 1.9, -1, 1, 3, -13, 0.0, 7, 0.4, 6
O=C(CCNc1ccc(F)cc1)c1cccc([N+](=O)[O-])c1
    4, -0.6, -3, 0, 0, -11, -3.8, -2, -0.7, 5
Fc1ccc(CN2CCN(c3ccc(Cl)cc3)CC2)cc1
    -1, 0.4, -1, -2, 4, 10, -0.1, -6, ., 1

Part of the list above, comma-delimited:
structure,Rv3671c protease,UGM FP inh,CCHFV vOTU inh,Mtb FBA inh,MazF activator,DUSP3 inh,FadD28 FP inh,BoNT-F LC inh,Mtb BioA inh,GDH-TPI counter
CCN(CC)S(=O)(=O)c1ccc(F)c(C(=O)NCCC(C)C)c1,-4,-1.5,-6,0,3,26,-1.8,-2,-0.9,9
CC(=O)N1CCc2cc(S(=O)(=O)Nc3ccc(C)cc3C)ccc21,-1,0.1,15,0,1,30,.,3,2.3,1
CCc1cc(C(c2ccncc2)N2CCN(C)CC2)c(NC(=O)c2ccccc2)s1 (centres undefined),-8,-5.2,6,5,-2,39,2.4,7,.,11
